Hsp70 act – switches on Hsp70 transcription; HeLa Hsp70 promoter luciferase reporter, luminescence; scaled: vehicle 0, proteasome-inhibitor control 100%; AID 1203; 200,000 tested, 0.04% active; activation, % at 10 µM;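 active = activation above the mean across all tested compounds plus 3 SD, cutoff set per campaign, cut at about 5.5% in these data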;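 also: 100% = MG132 at 30 µM as the positive control and 0% = DMSO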
NF-kB expr up – NF-kB expression increase, human neuronal cells. NF-kB reporter expression; hits give high values. fold change at 12.5 µM. 190,000 tested, 1.6% active; in the data active = fold change above about 3.3
Efa HMGR inh – inhibitors of class II HMG-CoA reductase from Enterococcus faecalis; inhibition, % at 10 µM; 190,000 tested, 0.41% active; purified E. faecalis HMGR, NADPH absorbance 340 nm kinetic;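 active = inhibition above a set limit, the median over all tested compounds plus 3 SD, cut at about 9.5% in these data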;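 also: enzyme runs in reverse so mevalonate oxidation gives rising NADPH absorbance; 0% = complete reaction with DMSO and 100% = background rate lacking mevalonate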
APP 5'UTR act – activates APP 5'UTR luciferase reporter | SH-SY5Y APP 5'UTR luciferase reporter, luminescence; zero percent = DMSO vehicle wells | activation, % at 2 µM | 190,000 tested, 1% active;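 active = activation above a set limit, based on mean plus 3 SD of controls, cut at about 140% in these data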; also: values of inactives mirror those of a sister screen read the other way
FLuc inhib CS – counter-screen for luciferase assay inhibitors: firefly luciferase inhibition; ATPLite firefly luciferase biochemical luminescence, 10 min; 200,000 tested, 1.5% active; inhibition, % at 10 µM; P08659;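 active = inhibition above about 50% when tested at 10 µM, limit read from the data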
Target sequence (P08659 whole entry, looked up): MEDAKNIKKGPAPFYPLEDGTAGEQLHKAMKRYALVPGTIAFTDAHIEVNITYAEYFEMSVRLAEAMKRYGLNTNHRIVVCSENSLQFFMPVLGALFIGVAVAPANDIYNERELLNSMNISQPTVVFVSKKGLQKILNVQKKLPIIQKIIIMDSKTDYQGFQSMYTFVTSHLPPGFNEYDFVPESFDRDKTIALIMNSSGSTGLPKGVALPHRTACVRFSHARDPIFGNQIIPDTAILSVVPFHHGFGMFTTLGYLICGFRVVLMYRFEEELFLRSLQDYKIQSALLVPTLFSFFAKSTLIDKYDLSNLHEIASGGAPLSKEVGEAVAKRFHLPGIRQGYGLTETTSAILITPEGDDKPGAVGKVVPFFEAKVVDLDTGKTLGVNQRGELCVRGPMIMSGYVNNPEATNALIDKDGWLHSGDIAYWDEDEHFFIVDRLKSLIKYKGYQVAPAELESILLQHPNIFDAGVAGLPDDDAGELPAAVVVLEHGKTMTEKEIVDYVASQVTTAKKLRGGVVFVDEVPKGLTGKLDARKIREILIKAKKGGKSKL
STAT1 act – STAT1 signaling activation. NIH 3T3 STAT1-luciferase reporter, IFN-gamma, luminescence; 100% = IFN-gamma alone, no compound. activation (% of control), % at 5.5 µM. 200,000 tested, 2.6% active;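 active = activation above the screen-wide mean activation plus 3 SD, cut at about 130% in these data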;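 also: raw ratio to IFN-gamma control signal so 100% means no change and 0% no light; values of inactives mirror those of a sister screen read the other way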
FLuc act counter – firefly luciferase counter-screen for stimulation assays | P08659 | ATPlite luciferase biochemical, luminescence, 10 min; 0 = ATP-free wells, 1 = DMSO control | activation factor at 10 µM | 200,000 tested, under 10 active | AID 1027;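 active = luciferase activation factor, scaled between plate controls, of at least 2 with compound at 10 µM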
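Assay system: Luciferase/luciferin detection reagent, cell-free biochemical luciferase assay / Read-out: luciferase activation / Benchmarks: No-ATP low control, compound-free enzyme-plus-ATP high control / Medium: PBS buffer for ATP / Detection: luminescence measurement of luciferase light output / Schedule: 10 min at ambient temperature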
G6PDH counter – counter-screen for G6PDH assay hits: L. mesenteroides G6PDH inhibition; Purified L. mesenteroides G6PDH, diaphorase/resazurin coupled fluorescence, 45 min; inhibition, % at 5 µM; 200,000 tested, 0.12% active; AID 1020; in the data active = inhibition above about 50%
DTT redox prof – compounds producing H2O2 with reducing agent – biochemical, NIH compound library profiling, artefact control for MLSCN library redox annotation, primary screen | DTT-dependent redox cycling H2O2, phenol red/HRP absorbance; 100% = 100 µM peroxide control, 0% = buffer | activation, % at 10 µM | 200,000 tested, 0.03% active;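 active = activation of at least 50% relative to the plate's high and low controls in the primary single-dose screen; inactive = activation below 50%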;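 also: compound incubated with DTT at 0.8 mM final as the reducing agent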
APP 5UTR inh – APP translation inhibition. SH-SY5Y APP 5'UTR-luciferase reporter, luminescence. inhibition, % at 2 µM. 190,000 tested, 0.82% active. AID 1285;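 active = inhibition above a set limit, derived from the sample mean plus 3 SD, cut at about 45% in these data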; also: values of inactives mirror those of a sister screen read the other way
Starred values were filed as active, the others as inactive; . = not tested or not shown.

SMILES | Hsp70 act | NF-kB expr up | Efa HMGR inh | APP 5'UTR act | FLuc inhib CS | STAT1 act | FLuc act counter | G6PDH counter | DTT redox prof | APP 5UTR inh
O=C(N/N=C/c1ccsc1)c1ccc2ccccc2n1 | -0.1 | 1.1 | -4 | 7 | 23 | 115 | 0.8 | -6 | -0.3 | -8
O=C(c1ccc(COc2ccccc2[N+](=O)[O-])o1)N1CCCCCC1 | -0.1 | 1.3 | 12* | 19 | -4 | 115 | 1 | 2 | -7.4 | -19
Cc1ccc2nc(Nc3ncc4c(n3)CC(C)(C)CC4=O)nc(C)c2c1 | -0.1 | 0.68 | -1 | -13 | -4 | 93 | 1 | 16 | -1.5 | 13
COc1cccc(OC)c1-c1nnc(-c2cn(C)c3ccccc23)o1 | -0.2 | 1 | -3 | -8 | -5 | 108 | 1.1 | 0 | 1.1 | 8
O=C(CCn1c(=O)oc2ccccc21)NCc1ccc2c(c1)OCO2 | 0.3 | 0.91 | -2 | 20 | 0 | 95 | 1 | 5 | -0.4 | -20
CCOC(=O)C(=O)c1csc(NC(=O)COc2ccc(N(C)S(=O)(=O)c3ccc(F)cc3)cc2)n1 | -0.1 | 0.99 | -8 | 12 | -7 | 98 | 1.1 | 15 | -0.5 | -12
Cc1ccc(S(=O)(=O)N2CCN(S(=O)(=O)N(C)C)CC2)cc1 | 0.0 | 0.94 | -3 | 0 | 1 | 101 | 1 | -17 | 2.6 | 0
CN(CCCNC(=O)c1cc2c(Cl)nc3ccccc3c2s1)Cc1ccccc1 | 0.0 | 1.1 | -5 | 7 | -4 | 109 | 1 | -3 | -0.7 | -6
O=C(CSC1=NCCS1)NC(c1ccccc1)c1ccccc1 | -0.3 | 1.5 | 0 | 12 | -2 | 102 | 1 | -2 | 1.9 | -12
CCc1ccc(S(=O)(=O)NCCc2csc(-c3cccnc3)n2)s1 | 0.0 | 1.1 | -7 | 24 | -2 | 102 | 1 | 27 | -1.2 | -24
CCn1c(SCC(=O)c2ccc(Cl)s2)nnc1-c1cccs1 | -0.2 | 2 | 0 | 2 | 0 | 108 | 1 | 4 | 0.4 | -2
CC(CCc1ccccc1)NC(=O)CSc1nc(N)cc(N)n1 (configuration not stated) | -0.1 | 1.2 | -7 | 1 | -4 | 102 | 1 | -15 | 2.3 | -1
COc1ccc(NC(=O)c2sc(N)nc2-c2ccccc2)cc1 | -0.1 | 1 | 3 | 1 | -1 | 104 | 1 | 1 | -0.1 | -1
c1ccc2c(c1)ncn2CCCCOc1ccc2c(c1)CCC2 | -0.3 | 0.95 | 1 | -15 | -1 | 93 | 1 | 2 | 0.0 | 15
COCCOC(=O)c1sc(=S)n(CCOC)c1N | 0.1 | 0.94 | 0 | 7 | -4 | 103 | 1 | 12 | -1.3 | -7
CCN(CC)S(=O)(=O)c1ccc(Cl)c(NC(=O)COc2ccc(OC)cc2[N+](=O)[O-])c1 | 0.0 | 1.1 | 1 | 2 | -4 | 101 | 1 | 4 | 0.2 | -2
CC(=O)Nc1ccc(S(=O)(=O)Nc2nc3ccc(C)cc3s2)cc1 | -0.4 | 1.1 | 1 | 5 | -9 | 104 | 1.1 | 7 | -4.7 | -5
COc1ccc(S(=O)(=O)Nc2cccc(F)c2)cc1C | -0.2 | 1.1 | -3 | -12 | -6 | 100 | 1.1 | 5 | -0.3 | 12
CCCCNC(=O)OC(C)CNC(=O)Oc1cccc(C)c1 (configuration not stated) | -0.2 | 1.5 | -4 | 47 | -1 | 97 | 1 | 2 | 0.2 | -19
CC/C(=C/c1sc2ccc(C)cc2[n+]1CCCS(=O)(=O)[O-])SC | -0.1 | 1.2 | -1 | -10 | -2 | 103 | 1 | 2 | -0.1 | 10
CCNC(=O)c1sc(=S)n(CC)c1N | -0.1 | 1.1 | -2 | -7 | 0 | 104 | 1 | 7 | 2.3 | 7
COc1cc(-c2c(C#N)c(N)nc3c2CCCC3)ccc1O | 0.3 | 0.82 | 2 | 0 | -6 | 97 | 1.1 | -1 | -0.8 | 0
CCOC(=O)c1ccc(N2C(=O)C(O)=C(C(C)=O)C2c2ccccc2)cc1 (configuration not stated) | -0.1 | 1.4 | -1 | 13 | -8 | 105 | 1.1 | 7 | 0.8 | -13
CCOC(=S)N/C(=N\S(=O)(=O)c1ccccc1)c1ccccc1 | -0.3 | 1.2 | -7 | -3 | -5 | 101 | 1 | -2 | 0.3 | 3
Cc1cccc(N=C2NN=C(c3ccc4c(c3)OCCO4)CS2)c1 | -0.3 | 0.94 | -3 | 140* | 81* | 111 | 0.2 | 4 | -4.1 | -140
Cc1cccc(S(=O)(=O)c2c(C)cc(C)nc2Cl)c1 | -0.1 | 1.2 | 5 | 7 | -1 | 106 | 1 | -1 | -0.9 | -8
CCCn1c(=O)[nH]c(=O)c2c1nc(-c1ccc(OC(F)F)c(OC)c1)n2CCOC | -0.2 | 1.2 | -2 | 3 | -5 | 101 | 1.1 | 15 | 0.2 | -3
COc1ccc(C2N3CC4(C)CN2CC(C)(C3)C4O)cc1 (configuration not stated) | -0.2 | 1.2 | -4 | 12 | 5 | 100 | 0.9 | -3 | -0.5 | -12
O=C(Oc1cccnc1)c1cc(S(=O)(=O)N2CCOCC2)ccc1Cl | -0.1 | 1.1 | -5 | -6 | -7 | 103 | 1.1 | 5 | 0.3 | 6
COc1ccc2cc(C3CC(c4ccco4)=NN3S(=O)(=O)c3ccccc3)c(Cl)nc2c1 (configuration not stated) | -0.1 | 0.61 | -4 | 9 | -3 | 95 | 1 | 5 | -0.1 | -10
Cc1ccc(-c2c(C(=O)NC(C)C)oc(=O)c3ccccc23)cc1 | -0.1 | 1 | -1 | -19 | 2 | 99 | 1 | 12 | 0.0 | 19
Cc1cc(Cl)c(S(=O)(=O)Nc2ccc(Cl)cn2)cc1OCC(N)=O | -0.2 | 1.3 | -3 | 8 | -6 | 96 | 1.1 | 2 | 0.6 | -8
CCCS(=O)(=O)Nc1ccc(-c2ccc3nnc(C)n3n2)cc1 | 0.0 | 1.3 | -2 | -10 | 4 | 87 | 1 | 7 | 0.0 | 10
O=c1[nH]c(/C=C\c2cccs2)nc(O)c1[N+](=O)[O-] | -0.2 | 1.1 | 1 | -13 | 1 | 102 | 1 | 13 | -1.4 | 13
CC1CN(C(=O)c2ccccc2Sc2ccccc2C#N)CC(C)O1 (configuration not stated) | -0.6 | 0.99 | 2 | 12 | -7 | 94 | 1.1 | 1 | 0.3 | -12
O=C(CN1CCN(c2cccc(Cl)c2)CC1)Nc1nccs1 | 0.1 | 0.81 | 1 | -15 | -3 | 95 | 1 | 10 | -2.4 | 15
COc1cc(CN2CCNC(=O)C2CC(=O)N(C)Cc2ncc[nH]2)cc(OC)c1 (configuration not stated) | -0.5 | 1.2 | 3 | -7 | 3 | 104 | 1 | 12 | -0.9 | 7
Cc1cc(NC(=O)C2CCCCC2C(=O)O)no1 (configuration not stated) | -0.2 | 1 | 0 | -11 | 0 | 94 | 1 | 2 | -1.2 | 10
Cc1ccc2c(c1)/C(=N/N1C(=O)c3ccccc3C1=O)C(=O)N2 | 1.0 | 0.98 | -2 | -5 | -4 | 102 | 1 | 0 | -0.2 | 5
COc1ccc(CCn2c(=O)[nH]c3cc(C(=O)N4CCN(c5ccccn5)CC4)ccc3c2=O)cc1OC | 0.2 | 1.4 | 7 | 32 | -7 | 92 | 1.1 | -3 | -0.2 | -32

With a hit mark in Efa HMGR inh (from the list above):
compound	Hsp70 act	NF-kB expr up	Efa HMGR inh	APP 5'UTR act	STAT1 act	DTT redox prof	APP 5UTR inh
O=C(c1ccc(COc2ccccc2[N+](=O)[O-])o1)N1CCCCCC1	-0.1	1.3	12*	19	115	-7.4	-19

Further compounds follow:
SMILES | Hsp70 act | NF-kB expr up | Efa HMGR inh | APP 5'UTR act | FLuc inhib CS | STAT1 act | FLuc act counter | G6PDH counter | DTT redox prof | APP 5UTR inh
CCN(CC)CCNC(=O)c1ccc(NC(=O)c2ccc(F)cc2)cc1 | -0.2 | 0.91 | 1 | -2 | -7 | 106 | 1.1 | -3 | -1.1 | 2
COc1ccc(-c2cc(C(=O)OC(C)C(=O)Nc3c(C)n(C)n(-c4ccccc4)c3=O)c3ccccc3n2)cc1 (configuration not stated) | -0.4 | 0.71 | -5 | 5 | 10 | 111 | 0.9 | -22 | 0.5 | -5
COc1ccc(-c2cc(C(F)(F)F)nc(S(C)(=O)=O)n2)cc1OC | 0.9 | 2.5 | -2 | -24 | -3 | 81 | 1 | 4 | 0.2 | 24
CN(C)c1ccc(C2(O)C(=O)c3ccccc3C2=O)cc1 | 0.0 | 1.8 | -6 | -2 | -8 | 101 | 1.1 | 14 | 0.1 | 2
COCCCNC(=O)c1c(N)n(/N=C/c2cccs2)c2nc3ccccc3nc12 | 0.3 | 0.63 | -3 | -5 | -4 | 99 | 1 | -6 | 0.6 | 5
Cc1cc2ncc(C(=O)Nc3ccccc3)c(C)n2n1 | -0.1 | 1.2 | 2 | -22 | 1 | 99 | 1 | -8 | 0.3 | 22
O=C(COC(=O)/C(=C/c1cccs1)c1cccs1)NCc1ccccc1Cl | -0.3 | 1.2 | 3 | 5 | -3 | 100 | 1 | -8 | -0.3 | -5
Cc1ccc(-n2nc3c(SCCN4CCOCC4)nnc(C)c3c2C)cc1 | -0.4 | 1.2 | -3 | -5 | -8 | 100 | 1.1 | -2 | 6.3 | 5
COCc1ccc(O)c2ncccc12 | -0.1 | 0.73 | -4 | -10 | -7 | 101 | 1.1 | 44 | -0.2 | 10
C/C=C/C(=O)OCC(=O)Nc1c(Cl)cccc1Cl | -0.5 | 1.1 | -2 | . | -8 | 93 | 1.1 | 0 | 0.6 | .
CC(/C=N/NC(=O)c1cc(-c2ccc3ccccc3c2)n[nH]1)=C\c1ccco1 | 0.6 | 1.9 | -6 | 23 | 1 | 131* | 1 | -19 | -0.1 | -23
COc1ccc2[nH]c(=O)c(CN(Cc3ccco3)Cc3nnnn3Cc3ccccc3)cc2c1 | -0.3 | 0.93 | -5 | -1 | -2 | 91 | 1 | 9 | 0.9 | 2
COc1ccc(N2CCN(c3ccc(C(N)=O)cc3[N+](=O)[O-])CC2)cc1 | 0.2 | 0.86 | 2 | 0 | -2 | 101 | 1 | 0 | 0.5 | 0
Cc1cc(C)c(C#N)c(SCC(=O)N2CCN(Cc3ccccc3)CC2)n1 | -0.2 | 0.86 | 3 | -6 | -3 | 100 | 1 | 5 | -1.9 | 6
COc1ccc(CN2CCN(C(=O)c3ccc4nc(N5CCOCC5)sc4c3)CC2)c(OC)c1OC | -0.1 | 1.3 | -1 | -1 | -7 | 91 | 1.1 | 8 | -0.7 | 1
COc1ccc(CN(C)Cc2nc(Cc3ccccc3Cl)no2)cc1OC | -0.1 | 0.8 | -5 | 4 | -4 | 82 | 1 | 15 | -2.0 | -4
CCc1cc2c3c(c(=O)oc2cc1OC)CCCC3 | 1.5 | 1.4 | -4 | 15 | -5 | 102 | 1.1 | -31 | 2.3 | -15
O=C(CCCSc1nc2ccccc2[nH]1)NCc1ccc(Cl)cc1 | -0.5 | 0.8 | 2 | . | -9 | 102 | 1.1 | 14 | 0.0 | .
COc1ccc(Cl)c(Cn2c(NCCCN(C)C)nc3c2c(=O)n(C)c(=O)n3C)c1 | -0.4 | 1.1 | -1 | 10 | -4 | 106 | 1 | 3 | 2.0 | -10
